# Compound activity from PubChem.
# Bim-Bcl-B: human Bim-Bcl-B interaction inhibition. Q9HD36. bead-based flow cytometry, Bim peptide-Bcl-B binding. inhibition, % at 10 µM. 190,000 tested, 0.073% active;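 note: 0% = tracer peptide without compound and 100% = reference inhibitor peptide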
# Target sequence (Q9HD36 whole entry, looked up): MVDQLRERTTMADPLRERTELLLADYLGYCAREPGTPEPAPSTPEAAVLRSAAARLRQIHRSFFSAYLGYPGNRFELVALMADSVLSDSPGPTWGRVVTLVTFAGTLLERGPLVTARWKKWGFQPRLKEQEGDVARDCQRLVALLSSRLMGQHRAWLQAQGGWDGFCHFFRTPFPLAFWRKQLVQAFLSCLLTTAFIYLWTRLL
# Rab7 wt GTP bind: modulators of GTP binding to dog Rab7 wildtype GTPase | 190,000 tested, 0.055% active | AID 758 | GST-Rab7 beads, fluorescent GTP binding, flow cytometry; actives lie on both sides; untreated = 100%, excess cold GTP = 0% | GTP binding activity (percent of control), % at 10 µM;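 active = fluorescent GTP binding to Rab7 beads changed by at least 20 points from the 100% baseline, either direction, mostly lower; inconclusive = compound itself probably fluorescent, or too few beads counted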;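 note: median green fluorescence of bound Bodipy-FL-GTP per Rab7 bead population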
# Bcl-2 Bim block: disrupts Bim peptide binding to human Bcl-2; P10415; Bead-based flow cytometry, Bim peptide-Bcl-2 binding; inhibition, % at 10 µM; 190,000 tested, 0.06% active; in the data active = inhibition above about 40%; inconclusive = no clear call, values can overlap the other calls;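 note: 0% = no compound wells with probe peptide and 100% = reference peptide inhibitor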
# Target sequence (P10415 whole entry, looked up): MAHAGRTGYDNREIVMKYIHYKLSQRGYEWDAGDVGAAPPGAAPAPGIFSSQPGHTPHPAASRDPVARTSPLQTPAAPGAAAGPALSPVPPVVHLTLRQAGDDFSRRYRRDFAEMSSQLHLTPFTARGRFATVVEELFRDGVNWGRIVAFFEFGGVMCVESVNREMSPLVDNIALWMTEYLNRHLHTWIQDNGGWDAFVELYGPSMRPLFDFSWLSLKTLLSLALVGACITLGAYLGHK
# Bcl-XL Bim block: disrupts Bim peptide binding to human Bcl-XL; inhibition, % at 10 µM; bead flow cytometry, fluorescence; 190,000 tested, 0.04% active; Q07817
# Rac1 wt GTP bind: modulators of human Rac1 wildtype GTP binding; P63000; GST-Rac1 beads, fluorescent GTP binding, flow cytometry; actives lie on both sides; 0 = cold GTP competed, 100 = untreated; GTP binding activity (% of control), % at 10 µM; 190,000 tested, 0.27% active; AID 757;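 active = GTP binding activity at least 20 points away from the 100% control level, either lower or higher; inconclusive = compound flagged as likely green fluorescent, judged across all proteins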
# Rac1 mut GTP: human Rac1 activated mutant GTP binding change; GST-Rac1 activated beads, fluorescent GTP binding, flow cytometry; actives lie on both sides; 100% means binding = to untreated wells; percent activity (GTP binding), % at 10 µM; 190,000 tested, 0.11% active;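 active = GTP binding at least 20 percentage points away from the 100% baseline, in either direction, so actives lie on both sides; inconclusive = Compound likely fluorescent itself, or too few beads counted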
# HRas wt GTP: changes GTP binding to wildtype human HRas. P01112. GST-Ras wt beads, Bodipy-FL-GTP binding, flow cytometry; actives lie on both sides. GTP binding activity, % at 10 µM. 190,000 tested, 0.14% active. AID 759;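 active = GTP binding activity at least 20% away from the 100% baseline, either lowered as inhibitor or raised as activator; inconclusive = flagged as likely green fluorescent, judged across all proteins in the well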;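 note: 0% = unlabeled GTP competition control and 100% = no-compound control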
# Target sequence (P01112 whole entry, looked up): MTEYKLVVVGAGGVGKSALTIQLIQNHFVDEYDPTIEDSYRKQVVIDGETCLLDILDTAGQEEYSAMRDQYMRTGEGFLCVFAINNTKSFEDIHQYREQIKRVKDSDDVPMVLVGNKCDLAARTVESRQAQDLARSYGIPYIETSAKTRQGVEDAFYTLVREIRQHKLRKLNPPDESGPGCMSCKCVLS
# Cdc42 wt GTP: changes GTP binding to wildtype human Cdc42. percent activity (GTP binding), % at 10 µM. P60953. AID 761. 190,000 tested, 0.2% active. GST-Cdc42 beads, Bodipy-GTP binding, flow cytometry; actives lie on both sides;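 active = percent activity GTP binding at least 20 points away from the 100% baseline, either down as inhibitor or up as activator; inconclusive = compound flagged as likely green fluorescent from well-wide comparison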;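 note: median bead fluorescence of bound Bodipy-FL-GTP at 100 nM; 0% = excess unlabeled GTP control and 100% = no compound control; below 100% means less GTP binding so inhibitor and above means activator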
# Target sequence (P60953 whole entry, looked up): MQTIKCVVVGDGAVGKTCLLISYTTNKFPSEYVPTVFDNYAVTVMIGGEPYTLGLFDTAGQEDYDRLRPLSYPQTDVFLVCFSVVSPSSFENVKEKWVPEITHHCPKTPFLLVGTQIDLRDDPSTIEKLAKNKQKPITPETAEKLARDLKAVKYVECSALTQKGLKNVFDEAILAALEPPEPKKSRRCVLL
# Bfl-1 Bim block: disrupts Bim binding to human Bfl-1 | inhibition, % at 10 µM | Q16548 | 190,000 tested, 0.12% active | Bead-based flow cytometry, Bim-Bfl-1 binding inhibition;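 note: 0% = wells without compound plus tracer and 100% = blocker peptide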
# Bim-Bcl-W: inhibitors of Bim-Bcl-W interaction, human | Q92843 | bead-based flow cytometry, Bim peptide-Bcl-W binding | inhibition, % at 10 µM | 190,000 tested, 0.02% active | AID 952;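 note: 0% = bound tracer without compound and 100% = peptide blocker; higher means less fluorescent Bim peptide bound to Bcl-W beads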
# Target sequence (Q92843 whole entry, looked up): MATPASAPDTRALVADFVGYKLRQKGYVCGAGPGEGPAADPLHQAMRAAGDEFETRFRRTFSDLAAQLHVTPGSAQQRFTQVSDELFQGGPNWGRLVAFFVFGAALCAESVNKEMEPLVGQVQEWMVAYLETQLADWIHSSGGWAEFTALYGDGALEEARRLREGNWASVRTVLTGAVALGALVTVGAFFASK
# Rab2A wt mod: changes GTP binding to wildtype dog Rab2A, up or down; P61105; GST-Rab2 wt beads, Bodipy-GTP binding, flow cytometry; GTP binding activity, % at 10 µM; 190,000 tested, 0.19% active; AID 760;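 active = GTP binding activity at least 20 points away from 100%, either lowered or raised; inconclusive = signal likely due to the compound's own green fluorescence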;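 note: 0% = beads with excess unlabeled GTP and 100% = no-compound control corrected for plate trend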
# Numbers without * were called inactive; ? = inconclusive; nt = no result given. Cut-off read from the data, not from the text of the source, unless noted: active = inhibition above about 40%. An unsorted share of the library; about 0.62% have a hit in one of these screens.
Bim-Bcl-B,Rab7 wt GTP bind,Bcl-2 Bim block,Bcl-XL Bim block,Rac1 wt GTP bind,Rac1 mut GTP,HRas wt GTP,Cdc42 wt GTP,Bfl-1 Bim block,Bim-Bcl-W,Rab2A wt mod,structure
-4.0,98.0,-3.0,0.0,97.0,94.0,98.0,96.0,-3.0,0.0,98.0,CCCCN(Cc1ccccc1)C(=O)c1cnc2n(c1=O)CCS2
3.0,99.0,0.0,0.0,99.0,96.0,97.0,101.0,-1.0,1.0,99.0,Cc1ccc(C(=O)Nc2ccc(C(=O)O)cc2)cc1S(=O)(=O)NCc1ccccc1
-5.0,101.0,-4.0,-2.0,105.0,98.0,100.0,102.0,-2.0,-2.0,98.0,CCOC(=O)c1cc(-c2ccc(C)cc2)n(CCC(=O)N2CCN(c3ccccn3)CC2)c1C
-5.0,106.0,-4.0,-3.0,107.0,103.0,102.0,104.0,-10.0,1.0,104.0,O=C(O)c1coc2ccccc12
5.0,97.0,1.0,0.0,100.0,99.0,97.0,97.0,2.0,3.0,100.0,CCOC(=O)CNC(=O)c1c2c(nc3ccccc13)CCCC2
-2.0,101.0,-1.0,-2.0,96.0,92.0,98.0,98.0,-3.0,0.0,97.0,CC(=O)C1=C(O)C(=O)N(CCc2c[nH]c3ccccc23)C1c1ccc(O)cc1 (stereo not given)
-10.0,100.0,-10.0,-8.0,106.0,100.0,101.0,104.0,-15.0,-5.0,98.0,COc1ccccc1OCCC(=O)OCC(=O)NC(C)c1ccccc1 (stereo not given)
-1.0,102.0,1.0,-2.0,101.0,96.0,98.0,98.0,-4.0,1.0,98.0,Cc1ccccc1Nc1nc(N)c2ccccc2n1
-6.0,?,-3.0,-6.0,?,?,?,?,-11.0,-3.0,?,O=C(NCCNc1ccc([N+](=O)[O-])cc1C(F)(F)F)c1ccc(F)cc1
-1.0,103.0,-3.0,-3.0,100.0,97.0,98.0,98.0,-8.0,0.0,100.0,CCOc1ccc(C(=O)Nc2ccccc2OC(F)F)cc1
-8.0,101.0,-4.0,-5.0,103.0,98.0,101.0,102.0,-10.0,-2.0,100.0,COc1ccc(S(=O)(=O)N2CCSC2)cc1C
-4.0,99.0,-27.0,0.0,109.0,101.0,100.0,106.0,-26.0,-3.0,100.0,CCC(C)NCCCOc1c(C)cc(C)cc1Br (stereo not given)
-4.0,102.0,-2.0,-4.0,108.0,101.0,102.0,105.0,-8.0,-1.0,104.0,CS(=O)(=O)NCCSc1nnnn1-c1ccccc1
-8.0,101.0,-6.0,-3.0,100.0,97.0,99.0,100.0,-14.0,0.0,98.0,N/C(Cc1ccc([N+](=O)[O-])cc1)=N\OC(=O)Cc1ccc(Cl)cc1
-12.0,90.0,-12.0,1.0,86.0,89.0,90.0,94.0,-16.0,-2.0,90.0,CC(=O)N1CCN(C(=O)COc2ccc(Br)cc2)CC1
5.0,97.0,-1.0,1.0,105.0,103.0,102.0,104.0,0.0,0.0,99.0,CCOc1cc(/C=N/NC(=O)c2ccncc2)ccc1OC(=O)c1ccc([N+](=O)[O-])cc1
4.0,98.0,1.0,0.0,98.0,100.0,98.0,99.0,4.0,0.0,100.0,CC(C)CC(NC(=O)COc1ccccc1)C(=O)O (stereo not given)
2.0,102.0,1.0,1.0,99.0,98.0,101.0,96.0,1.0,0.0,97.0,CCCCNC(=O)NNC(=O)COc1cc(C)cc(C)c1
-4.0,98.0,-2.0,-1.0,104.0,100.0,100.0,104.0,0.0,-3.0,98.0,COC(=O)C1=CN(c2ccc(OC)cc2)C=C(C(=O)OC)C1c1ccc(C)c([N+](=O)[O-])c1
4.0,92.0,1.0,-1.0,94.0,94.0,91.0,91.0,7.0,1.0,90.0,Cc1cc2c(cc1S(=O)(=O)N1CCc3ccccc31)NC(=O)CO2
-2.0,100.0,-1.0,-3.0,108.0,105.0,106.0,109.0,-2.0,-4.0,106.0,CCOc1ccc(-c2nn(-c3ccccc3)cc2/C=C(\C#N)S(=O)(=O)c2ccccc2)cc1C
-4.0,92.0,-2.0,-4.0,96.0,93.0,97.0,96.0,-2.0,-4.0,93.0,COc1ccc(C(=O)CC2OC(=O)c3c2ccc(OC)c3OC)cc1 (stereo not given)
-12.0,102.0,-9.0,-5.0,98.0,94.0,95.0,94.0,-2.0,0.0,96.0,Cc1cccc(NC(=S)NNC(=S)NC2CCCCC2)c1C
-1.0,100.0,-5.0,-1.0,99.0,94.0,94.0,99.0,-6.0,-1.0,97.0,O=C(c1ccco1)N1N=C2CCCCCC2C1(O)C(F)(F)F (stereo not given)
0.0,103.0,-1.0,2.0,104.0,99.0,104.0,104.0,0.0,0.0,108.0,CC(C)Nc1nc(N(c2ccccc2)c2ccccc2)nc(-n2ccnc2)n1
0.0,97.0,0.0,-8.0,94.0,92.0,93.0,90.0,0.0,-4.0,94.0,Cc1cc(NC(=O)c2cc([N+](=O)[O-])cc([N+](=O)[O-])c2C)no1
-5.0,98.0,-5.0,-6.0,100.0,99.0,98.0,99.0,-3.0,-4.0,95.0,O=C(CSc1cc(Cl)ccc1Cl)NCC(=O)Nc1ccc(F)c(F)c1F
-12.0,101.0,-5.0,-8.0,104.0,102.0,101.0,101.0,-16.0,-4.0,100.0,S=C(NNc1ccc2ccccc2c1)NC1CCCCC1
-5.0,101.0,1.0,-5.0,101.0,99.0,100.0,103.0,-1.0,-5.0,101.0,CC(=O)N=c1sc2ccccc2n1C
-3.0,100.0,-3.0,-3.0,101.0,101.0,103.0,100.0,-1.0,-4.0,101.0,CCOc1ccc(-c2nn(-c3ccccc3)cc2/C=C2\SC(N)=NC2=O)cc1C
-5.0,101.0,-8.0,-1.0,109.0,100.0,103.0,103.0,-11.0,1.0,103.0,Cc1ccccc1CS(=O)(=O)CCC(=O)N1CCN(c2ccc(N3CCOCC3)nn2)CC1
-2.0,?,-5.0,-6.0,?,?,?,?,-1.0,-1.0,?,CCC(C(=O)Nc1ccccc1C(=O)N1CCOCC1)N1C(=O)c2ccccc2C1=O (stereo not given)
-15.0,105.0,-1.0,-3.0,104.0,99.0,103.0,106.0,8.0,2.0,105.0,S=c1[nH]nc(-c2cc(-c3ccco3)[nH]n2)n1-c1ccccc1
-3.0,104.0,0.0,0.0,101.0,96.0,100.0,98.0,-6.0,-1.0,98.0,Cc1ccc[n+](CC2OCc3ccccc3CO2)c1
1.0,100.0,0.0,-3.0,96.0,93.0,96.0,96.0,7.0,1.0,94.0,CCC(=O)OCCNc1cc(SCCC(=O)OC)c2nonc2c1[N+](=O)[O-]
0.0,98.0,1.0,0.0,97.0,96.0,98.0,97.0,-1.0,0.0,99.0,CCOC(=O)Cn1cnc2c(cnn2-c2ccc(Cl)cc2)c1=O
0.0,98.0,2.0,1.0,105.0,103.0,100.0,102.0,1.0,1.0,98.0,CCn1nc(C(=O)OCC(=O)c2c[nH]c3ccccc23)c2ccccc2c1=O
-3.0,105.0,1.0,-3.0,103.0,97.0,101.0,101.0,-4.0,-2.0,103.0,Nc1cc(=O)[nH]c(SCCNS(=O)(=O)c2ccccc2)n1
-34.0,103.0,4.0,0.0,104.0,100.0,103.0,102.0,12.0,4.0,103.0,CCCN(S(=O)(=O)c1ccc(OCC)cc1)S(=O)(=O)c1cccs1
-2.0,96.0,-1.0,-2.0,101.0,97.0,98.0,97.0,-7.0,-2.0,97.0,CN(CCc1cnn(C)c1)Cc1nc(Cc2ccccc2)no1
-9.0,98.0,-10.0,-6.0,104.0,99.0,101.0,100.0,-16.0,0.0,100.0,O=C(CSc1nc2ccccc2[nH]1)NCCN1CCCCC1
-4.0,99.0,-5.0,-4.0,98.0,98.0,97.0,101.0,-2.0,0.0,95.0,Cc1sc2ncnc(N=Nc3c(O)[nH]c4ccccc34)c2c1C
-2.0,102.0,0.0,-1.0,104.0,100.0,99.0,105.0,0.0,1.0,99.0,O=C(Cc1cc(=O)[nH]c(=O)[nH]1)N1CCC(Cc2ccccc2)CC1
1.0,103.0,0.0,3.0,100.0,97.0,97.0,98.0,0.0,3.0,98.0,CCCCNC(=O)Oc1cc(CCl)on1
-2.0,104.0,-5.0,-4.0,95.0,93.0,96.0,90.0,-5.0,-1.0,97.0,O=[N+]([O-])c1ccc2oc(-c3cccc(O)c3)nc2c1
-5.0,94.0,-6.0,0.0,95.0,95.0,92.0,94.0,-4.0,-3.0,95.0,Cc1cc(Nc2n[nH]c(N)c2C#N)ccc1F
nt,106.0,?,nt,102.0,98.0,101.0,100.0,nt,nt,101.0,CSc1cccc(NC(=O)CSc2nnc(C)s2)c1
-2.0,98.0,0.0,-4.0,95.0,96.0,100.0,97.0,0.0,0.0,97.0,O=C(COc1ccc(/C=N/NS(=O)(=O)c2ccccc2)cc1)NCc1ccccc1
-4.0,101.0,-2.0,-4.0,98.0,95.0,98.0,95.0,0.0,1.0,97.0,O=C(CSC1=Nc2ccccc2C2=NC(CC(=O)N3CCN(c4ccccc4)CC3)C(=O)N12)NCC1CCCO1 (stereo not given)
-2.0,105.0,2.0,1.0,100.0,95.0,102.0,102.0,-1.0,2.0,100.0,O=C(NCc1ccccc1)c1nc(-c2cccs2)no1
-11.0,96.0,0.0,-2.0,99.0,96.0,98.0,99.0,-1.0,-1.0,97.0,O=C(CC1Nc2c3ccccc3nc(=S)n2C1=O)NC1CCCCC1 (stereo not given)
-2.0,101.0,0.0,-3.0,97.0,96.0,96.0,95.0,-6.0,-3.0,99.0,O=C(CCc1nnc(CCCc2ccccc2)o1)N1CCCCCC1
0.0,97.0,-2.0,0.0,98.0,95.0,96.0,97.0,0.0,1.0,96.0,Clc1ccccc1Sc1cnc2ccccc2n1
-4.0,95.0,18.0,10.0,100.0,96.0,96.0,99.0,22.0,20.0,95.0,O=C1CCCC2=C1C(c1ccc(O)c(O)c1)c1c(ccc3ncccc13)N2 (stereo not given)
-5.0,104.0,-1.0,0.0,99.0,97.0,98.0,100.0,3.0,-1.0,102.0,COc1ccc(-n2ncc3c(NCc4cccs4)ncnc32)cc1

# Compound profiles, from the list above. Order of values: Bim-Bcl-B | Rab7 wt GTP bind | Bcl-2 Bim block | Bcl-XL Bim block | Rac1 wt GTP bind | Rac1 mut GTP | HRas wt GTP | Cdc42 wt GTP | Bfl-1 Bim block | Bim-Bcl-W | Rab2A wt mod
# Listed for `Cc1ccc[n+](CC2OCc3ccccc3CO2)c1` → -3.0 | 104.0 | 0.0 | 0.0 | 101.0 | 96.0 | 100.0 | 98.0 | -6.0 | -1.0 | 98.0
# Listed for `N/C(Cc1ccc([N+](=O)[O-])cc1)=N\OC(=O)Cc1ccc(Cl)cc1` → -8.0 | 101.0 | -6.0 | -3.0 | 100.0 | 97.0 | 99.0 | 100.0 | -14.0 | 0.0 | 98.0
# Listed for `CCOc1ccc(C(=O)Nc2ccccc2OC(F)F)cc1` → -1.0 | 103.0 | -3.0 | -3.0 | 100.0 | 97.0 | 98.0 | 98.0 | -8.0 | 0.0 | 100.0
